# Assay outcomes deposited in PubChem by The Scripps Research Institute Molecular Screening Center.
# GPR151 activ: activators of human GPR151, primary screen, cell-based, PathHunter beta-arrestin, luminescence. hit rate 1% among 650,000. PathHunter beta-arrestin GPR151 cells. activation, % at 11.2 µM; in the data active = activation above about 4.9%;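 also: 0% = median of compound wells and 100% = cells with positive control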
# Target sequence (Q8TDV0 whole entry, looked up): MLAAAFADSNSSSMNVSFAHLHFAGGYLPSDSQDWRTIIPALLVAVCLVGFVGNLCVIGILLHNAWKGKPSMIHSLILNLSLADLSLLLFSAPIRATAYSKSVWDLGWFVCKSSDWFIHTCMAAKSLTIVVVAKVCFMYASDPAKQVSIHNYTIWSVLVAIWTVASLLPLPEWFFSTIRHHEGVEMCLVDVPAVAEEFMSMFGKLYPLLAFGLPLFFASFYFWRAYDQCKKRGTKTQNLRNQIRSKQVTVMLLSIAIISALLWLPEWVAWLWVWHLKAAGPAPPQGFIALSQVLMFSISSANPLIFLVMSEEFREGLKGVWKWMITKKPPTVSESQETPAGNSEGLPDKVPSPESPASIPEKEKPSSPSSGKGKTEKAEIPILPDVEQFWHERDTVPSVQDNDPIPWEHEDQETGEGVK
# FBW7 act: FBW7 E3 ligase activators, primary screen, biochemical, AlphaScreen, human | normalized activity (activation), % at 26.1 µM | hit rate 0.13% among 650,000 | AlphaScreen FBW7–phospho-cyclin E peptide binding, activator screen | F-box/WD repeat-containing protein 7 (Homo sapiens), Q969H0; in the data active = normalized activity above about 1.9%;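 also: purified mutant Fbw7 with reduced substrate affinity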
# MITF primary: MITF inhibitors, primary screen, biochemical, AlphaScreen, human; AID 1259374, 2018; inhibition, % at 2.6 µM; hit rate 0.91% among 650,000; AlphaScreen MITF homodimerization, bead proximity signal; Microphthalmia-associated transcription factor (Homo sapiens), O75030; in the data active = inhibition above about 50%;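 also: 0% = vehicle wells with protein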
# Target sequence (O75030 whole entry, looked up): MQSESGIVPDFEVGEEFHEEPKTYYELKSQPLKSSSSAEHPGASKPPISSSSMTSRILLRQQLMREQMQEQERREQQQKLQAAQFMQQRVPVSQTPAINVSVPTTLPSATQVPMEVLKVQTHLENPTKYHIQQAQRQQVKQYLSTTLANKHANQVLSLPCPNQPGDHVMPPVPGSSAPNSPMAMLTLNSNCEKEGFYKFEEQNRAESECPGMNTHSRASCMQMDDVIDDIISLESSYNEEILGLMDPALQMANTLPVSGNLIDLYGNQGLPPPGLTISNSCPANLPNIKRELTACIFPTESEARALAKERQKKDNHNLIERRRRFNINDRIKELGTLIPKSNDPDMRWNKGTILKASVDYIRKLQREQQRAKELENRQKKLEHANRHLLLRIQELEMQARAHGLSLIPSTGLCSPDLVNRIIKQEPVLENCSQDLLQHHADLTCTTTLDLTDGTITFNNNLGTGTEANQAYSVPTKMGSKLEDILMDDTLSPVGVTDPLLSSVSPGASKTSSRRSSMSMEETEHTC
# TEAD-YAP inh: TEAD-YAP interaction inhibition, primary screen, TEAD-YAP interaction inhibitor project, luminescence, HEK-TIYL cells. AID 1259422, 2018. hit rate 1.4% among 640,000. TEAD-Gal4/YAP UAS-luciferase luminescence. inhibition, % at 9.12 µM; in the data active = inhibition above about 32%;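 also: 0% = median of test compound wells and 100% = reference inhibitor wells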
# The depositor's hits bear a star.
SMILES,GPR151 activ,FBW7 act,MITF primary,TEAD-YAP inh
CCOc1ccc2c(c1)-c1c(ssc1=S)C(C)(C)N2C(=O)CSc1nc(C)cc(=O)[nH]1,-0.3,-0.3,12.4,-0.7
O=C(Nc1ccc(NC(=O)c2cccs2)nc1)c1cnccn1,-0.4,-0.1,5.9,-69.4
C=CCN1C(C(=O)c2ccccc2)=C(NC(=O)c2ccc(OC)cc2)c2ccccc2S1(=O)=O,0.2,0.0,5.4,-0.3
Cc1cc2nc(C3CCCN3C(=O)CC3(C)C(=O)N=C4C=CC=CN43)[nH]c2cc1C (configuration not stated),8.0*,0.8,19.8,4.0
Cc1c(CNC(C)C)c(C(=O)O)c(C)n1Cc1ccccc1,-0.5,-0.1,-2.9,-0.3
COc1ccc(-c2cc(C)cc3c2OC(CNC(=O)/C=C/c2ccncc2)C3)nn1 (configuration not stated),2.6,-0.6,2.4,1.5
O=C(O)CNC(=O)CNC(=O)c1ccccc1,0.3,0.0,-4.6,-8.5
O=C(Cn1nc2c3ccccc3ncn2c1=O)N1CCCCC1,-0.4,0.1,-6.8,3.8
COc1ccc(N2C(=O)C3C(c4ccccc4C)OC4(C(=O)c5ccccc5C4=O)C3C2=O)cc1OC (configuration not stated),-0.2,-0.3,11.0,-2.8
CC(=O)NCC(=O)c1ccc(Br)cc1,0.4,1.0,1.1,2.9
CCOC(=O)C1=C(C)N=c2s/c(=C\c3cccc(Br)c3)c(=O)n2C1c1cccs1 (configuration not stated),1.0,0.0,-3.4,5.6
O=c1nc(Nc2cccc(Cl)c2)cn[nH]1,-0.4,-0.1,-8.9,4.5
COc1ccc(/C=C2\CCn3c2nc2cc(Cl)ccc2c3=O)cc1O,1.9,0.3,14.4,-0.5
O=C(Cn1cc([N+](=O)[O-])cn1)OCc1ccccc1,-0.6,-0.1,-7.0,0.5
CCOc1ccccc1NC(=O)CN1C(=O)CC(C)Sc2ccccc21 (configuration not stated),-0.9,0.1,-18.0,-5.7
CC1CN(Cc2c(O)ccc3c(=O)c(-c4ccccc4)coc23)CC(C)O1 (configuration not stated),-0.4,-0.1,-1.5,-9.1
COc1ccc(CCNC(=O)c2c(-c3c(F)cccc3Cl)noc2C)cc1OC,-0.1,-0.1,-7.0,7.5
c1ccc2c(c1)COC(CN1CCN(CC3OCc4ccccc4CO3)CC1)OC2,0.6,-0.2,5.6,7.6
Cc1cc(NCCO)nc(-c2csc3ccccc23)n1,-1.6,-0.1,-9.1,-56.2
CCOC(=O)c1cnc2ccc(OCC)cc2c1Nc1ccc(F)cc1Cl,-0.3,-0.1,-1.1,-13.4
CC(=O)N1CCC2(CC1)OCc1cc(-c3ccco3)ccc1O2,2.2,-0.3,-25.5,8.8
COC(=O)c1ccc2nc(NC(=O)c3nc4ccccc4s3)sc2c1,0.5,0.1,-14.4,-6.0
CC1(C)NC(=O)N(CCOc2ccc(C(=O)c3ccccc3)cc2)C1=O,-1.2,-0.2,0.6,-0.8
Cc1ccc(C(=O)CNC(=O)c2ccc(C)cc2)cc1,0.7,0.1,4.6,-35.8
COc1ccc(OC)c(NC(=O)c2cccc(C(=O)Nc3cc(OC)ccc3OC)n2)c1,-0.8,-0.1,22.5,-7.8
SMILES,GPR151 activ,FBW7 act,MITF primary,TEAD-YAP inh
CC(=O)NCCn1ccc2ccccc21,-1.6,0.8,-1.2,4.2
C#CCn1ncc2c3sc(C)cc3n(CC)c2c1=O,0.1,-0.2,2.4,-9.4
CC(C)(C)c1ccc(OCCOCCn2c(-c3ccc(Cl)cc3)nc3ccccc3c2=O)cc1,0.0,0.0,-2.5,-8.0
Cc1cccc(-c2ccc(NC(=O)C3CCN(Cc4ccc(CO)o4)CC3)cc2)c1,-1.9,-0.1,12.7,9.2
CCOc1ccc(/C=C/C(=O)Nc2nc3ccccc3s2)cc1,-1.5,0.0,11.5,6.8
Cc1nn(C)c(C)c1-c1nc(NC2CCN(Cc3ccccc3)CC2)c2ncn(C(C)C)c2n1,-0.4,0.0,-1.6,72.0*
CC1=C(C(=O)Nc2ccc(C)cn2)C(c2ccccc2C)C2=C(CC(C)(C)CC2=O)N1 (configuration not stated),1.7,0.2,-15.7,1.4
O=C(Nc1nc2ccc(C(=O)N3CCOCC3)cc2s1)c1cccs1,-9.5,0.2,14.9,41.8*
O=C(CSc1ccc(Cl)cc1)NNC(=O)c1ccc([N+](=O)[O-])cc1,0.9,-0.1,4.9,8.7
CCC(C(=O)NCCc1ccc(OC)c(OC)c1)c1ccccc1 (configuration not stated),2.6,0.3,-0.8,-11.5
CCNc1nc(OC)nc(Oc2ccc(C(=O)OCC)cc2)n1,-1.2,0.7,10.6,4.5
COC(=O)c1cccc2c(/C=C/[N+](=O)[O-])c[nH]c12,-0.2,0.2,21.3,4.3
O=C1CC(c2cc3c(cc2Br)OCO3)c2ccc3ccccc3c2N1 (configuration not stated),2.2,-0.1,-19.4,8.5
CCOc1ccccc1C(=O)Nc1cccc(I)c1,-0.7,0.0,-17.4,9.2
Cn1c(=O)c2cc(C(=O)N3CCCC3)sc2c2ccccc21,0.3,0.1,6.4,-17.1
Cc1ccc2c(c1)OC(NCc1ccccc1)(C(F)(F)F)C(=O)N2 (configuration not stated),-0.1,0.1,-6.1,3.0
O=C(CCNC(=O)c1ccc(Br)cc1)NNC(=O)COc1ccccc1F,-2.2,0.0,9.1,-1.0
O=C(CSCc1ccccc1)N1CCC(Cn2cccn2)CC1,-1.5,0.5,-0.9,-57.3
c1coc(C2CC(c3cccs3)Nc3ncnn32)c1 (configuration not stated),0.8,0.2,9.2,1.9
COc1ccc(-c2c(C#N)c(SCC(=O)c3ccc(Cl)cc3)nc(C)c2C(=O)Nc2ccc(Cl)cc2)cc1,-2.0,0.1,-20.5,-1.7
CS(=O)(=O)N(CC(=O)N1CCN(Cc2ccccc2)CC1)Cc1ccc(Cl)cc1,1.7,-0.2,7.1,10.4
Cc1ccc(S(=O)(=O)n2c([N+](=O)[O-])cnc2C)cc1C,-0.9,0.9,0.1,2.1
Cc1ccc(-n2cc(-c3ccc4c(c3)OCO4)nc2SCC(N)=O)cc1,-0.7,0.2,17.0,-25.6
CC1=C(C(=O)N2CCCCC2)C2(CCC(C)CC2)OC1=O (configuration not stated),2.3,-0.1,-5.1,-2.2
CC(=O)N1CCN(Cc2ccc3c(c2)CN(C(=O)c2cccc(C)n2)CCO3)CC1,1.3,0.0,3.2,4.2

# 3 entries drawn at random from the list so far:
SMILES,GPR151 activ,FBW7 act,MITF primary,TEAD-YAP inh
CCOc1ccc(/C=C/C(=O)Nc2nc3ccccc3s2)cc1,-1.5,0.0,11.5,6.8
Cc1cccc(-c2ccc(NC(=O)C3CCN(Cc4ccc(CO)o4)CC3)cc2)c1,-1.9,-0.1,12.7,9.2
CC(=O)N1CCN(Cc2ccc3c(c2)CN(C(=O)c2cccc(C)n2)CCO3)CC1,1.3,0.0,3.2,4.2

# Next part:
SMILES,GPR151 activ,FBW7 act,MITF primary,TEAD-YAP inh
C=CCNC(=S)Nc1ccc(C)c(S(=O)(=O)N2CCCCC2)c1,-0.1,0.1,9.2,10.2
COCC(C)NC(=O)Cc1ccc(F)cc1 (configuration not stated),-0.3,0.0,7.3,5.8
Cc1cc(SCC(=O)c2cccs2)nc(=O)[nH]1,1.4,-0.2,26.5,-24.7
O=C(CN1C(=O)c2cc(Cl)c(Cl)cc2C1=O)NCc1ccccc1Cl,0.8,-0.1,5.2,-1.8
COc1ccc(CCNC(=O)CN2CCC(C)CC2)cc1OC,1.9,-0.2,25.2,0.3
Cc1cn(C2OC(CC(=O)Oc3ccccc3)C3OC(C)(C)OC32)c(=O)[nH]c1=O (configuration not stated),-0.1,0.2,2.9,-8.5
O=C1CCCN1CCCNc1nc(NCc2ccccc2)c2ncn(-c3ccsc3)c2n1,-0.4,-0.1,10.5,6.4
CC1(C)Cc2cccc(OCC(=O)Nc3ccc(S(=O)(=O)N4CCOCC4)cc3)c2O1,-1.4,0.5,18.4,4.7
O=C(COc1ccccc1)NC(c1ccco1)c1c(O)ccc2ccccc12 (configuration not stated),-0.3,-0.2,13.9,8.8
CC1(C)C2CC=C(/C=N/NC(=O)COc3ccc(C#N)cc3)C1C2 (configuration not stated),0.0,-0.1,-2.2,3.8
COc1cccc(C(=O)N2CCN(Cc3ccccn3)CC2)c1,-0.5,0.1,92.2*,-8.3
CCCCOc1ccc(C(=O)Nc2nc(-c3ccc(CC)cc3)cs2)cc1,1.1,0.1,8.3,7.2
Cc1cc2c(cc1C)C(c1ccccc1OC(C)C)CC(=O)N2 (configuration not stated),2.2,0.0,7.3,55.2*
CCc1ccc2nc(NC(=O)Cn3ccc(=O)[nH]c3=O)sc2c1,-2.4,0.2,16.3,-1.7
CC(=O)Nc1ccc(C(=O)Oc2ccc(C)c(C)c2)cc1,0.4,0.0,18.8,-0.2
COc1ccc(S(=O)(=O)N(CC(=O)N2CCOCC2)C2CCCCC2)cc1Cl,-0.7,0.1,7.9,9.3
COc1ccc(C2C(C(=O)NCCN3CCOCC3)c3ccccc3C(=O)N2C)cc1OC (configuration not stated),-0.7,0.1,-4.7,0.4
COc1cc2c(cc1OC)C(/C(=N/O)C(N)=O)=NC(C)(C)C2,-0.3,-0.1,-2.9,-14.0
CCNc1nc(NC#N)nc(SCC(=O)OCC)n1,0.8,1.3,2.3,6.1
N#C/C(=C\c1cccc(Cl)c1)C(=O)NCc1ccccc1,-0.5,-0.1,1.3,0.8
Cc1nn(C)c(C)c1-c1nc(NCCN2CCOCC2)c2ncn(-c3ccsc3)c2n1,-2.0,0.0,9.6,38.2*
O=C(NCc1cccs1)C1CCCN(C(=O)Nc2ccccc2)C1 (configuration not stated),-1.1,0.0,11.4,2.8
O=C(Nc1ccc2[nH]ncc2c1)C1CCCN1C(=O)Nc1ccc(-c2ccccc2)cc1 (configuration not stated),-1.0,0.4,-8.6,-5.1
Cc1ccccc1C(=O)Nc1nnc(S(=O)(=O)N2CCCCCC2)s1,2.4,-0.1,-10.4,-7.0
COc1ccc(NC(=O)/C(=C\c2ccc3c(c2)OCO3)NC(=O)c2ccccc2Cl)cc1OC,1.0,-0.1,-2.0,7.3

# An excerpt of these results, with two lines to a compound.
# Every second line gives: GPR151 activ	FBW7 act	MITF primary	TEAD-YAP inh
- O=C(Nc1ccc2[nH]ncc2c1)C1CCCN1C(=O)Nc1ccc(-c2ccccc2)cc1 (configuration not stated)
→ -1.0	0.4	-8.6	-5.1
- Cc1ccccc1C(=O)Nc1nnc(S(=O)(=O)N2CCCCCC2)s1
→ 2.4	-0.1	-10.4	-7.0
- COc1ccc(NC(=O)/C(=C\c2ccc3c(c2)OCO3)NC(=O)c2ccccc2Cl)cc1OC
→ 1.0	-0.1	-2.0	7.3

# Following part:
SMILES,GPR151 activ,FBW7 act,MITF primary,TEAD-YAP inh
COc1ccc(OC)c(N2C(=O)C3C(c4ccccc4)C=CC(c4ccccc4)C3C2=O)c1 (configuration not stated),3.7,0.0,13.4,-1.7
CCc1cccc2c(/C=C3/C(=O)Nc4ccccc43)cn(CC(=O)N3CCOCC3)c12,-0.3,0.2,-5.0,-3.7
C=CCNc1sc(C(=O)c2ccc(Br)s2)c(N)c1C#N,2.0,0.3,18.0,4.3
O=C(Nc1cccc2c1C(=O)c1ccccc1C2=O)c1ccccc1Cl,1.9,-0.1,6.5,-0.5
CCC1CN(CCNC(=O)CSC)Cc2cc(OC)ccc2O1 (configuration not stated),1.4,-0.1,-9.5,5.3
Cc1ccc(-c2nc3n(c2CNC(=O)C2CCCC2)CCS3)cc1,-1.3,0.0,21.4,-2.9
Clc1cccc(OCCN2CCN(c3ccccc3)CC2)c1,-0.8,-0.2,6.9,-0.3
CCSc1nc2n(n1)C(c1cccs1)C1=C(CCCC1=O)N2 (configuration not stated),0.8,0.0,-3.1,0.7
O=C(Nc1ccc(Cl)c(Cl)c1)Nc1ccc(F)c([N+](=O)[O-])c1,0.8,-0.1,0.3,-0.9
CCC1=NN(S(=O)(=O)c2ccc(C)cc2)C(O)(C(F)(F)F)C1 (configuration not stated),1.2,0.1,10.7,1.0
CCOc1ccc(CN2CCC(C(=O)NCc3ccco3)CC2)cc1,-2.3,0.5,83.2*,2.3
CCCCC(CC)C(=O)Nc1ccc(S(=O)(=O)Nc2nccc(C)n2)cc1 (configuration not stated),1.3,0.2,-4.8,-0.9
Cc1cc(C)c2sc(C)[n+](CCCS(=O)(=O)O)c2c1,1.6,-0.2,-14.5,-4.5
Cc1cc(C)c2[nH]c(=O)c(CN(CC3COCCO3)C(=O)Nc3ccccc3F)cc2c1 (configuration not stated),-0.6,-0.1,3.1,5.5
COc1ccc(NC(=O)Nc2nnc(N3CCCCCC3)s2)cc1OC,-0.3,-0.1,3.0,4.6
CN1CCN(C(c2ccc(F)cc2)c2nnnn2CC2CCCO2)CC1 (configuration not stated),-0.6,0.1,6.0,8.7
CC1CC(NS(=O)(=O)c2cc3c4c(c2)CC(=O)N4CCC3)CC(C)(C)C1 (configuration not stated),0.5,0.0,-0.5,13.8
CC1(C)C2CC=C(/C=N/n3cnnc3)C1C2 (configuration not stated),-1.1,-0.2,2.4,4.2
COc1ccc(-c2nccc(NCCN3CCOCC3)n2)cn1,-0.9,0.5,3.4,-35.2
NS(=O)(=O)c1ccc(NC(=O)c2cccc(Br)c2)cc1,0.2,0.3,20.7,1.4
COc1cccc2c1OC1(CCN(C(=O)NC(=O)c3ccccc3)CC1)OC2,0.7,0.8,3.3,-0.5
Cc1ccccc1Nc1nc(-c2c(C)nc3ccccn23)cs1,-0.1,-0.2,-3.7,-13.7
